# Source: PubChem (The Scripps Research Institute Molecular Screening Center)
# TAAR1 antag – human TAAR1 antagonism | Q96RJ0 | inhibition, % at 3 µM | CHO RD-HGA16 TAAR1, Fluo-8 calcium fluorescence, antagonist | AID 624466 | 360,000 compounds, 1.5% hits;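 active = inhibition above a per-plate cutoff, the mean inhibition of test compounds on that plate plus 3 SD, cut at about 49% in these data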;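 also: 0% = DMSO plus EC80 beta-PEA response and 100% = DMSO alone without agonist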
# Target sequence (Q96RJ0 whole entry, looked up): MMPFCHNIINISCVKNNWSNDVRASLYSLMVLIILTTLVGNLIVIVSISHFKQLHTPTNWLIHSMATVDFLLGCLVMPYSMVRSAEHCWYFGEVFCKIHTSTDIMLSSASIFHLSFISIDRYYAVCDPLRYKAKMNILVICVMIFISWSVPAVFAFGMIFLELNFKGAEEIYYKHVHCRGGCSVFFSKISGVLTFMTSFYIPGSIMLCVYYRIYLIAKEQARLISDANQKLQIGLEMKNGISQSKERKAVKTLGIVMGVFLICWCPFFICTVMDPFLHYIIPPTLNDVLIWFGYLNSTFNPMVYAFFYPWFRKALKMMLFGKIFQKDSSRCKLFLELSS
#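 Test system: RD-HGA16 CHO cells with stable hTAAR1 and Gα16 / Probe or stimulus: EC80 β-phenethylamine stimulus / Times: seeding 17-24 h prior, 75-min 37 °C, 30-min RT dye loading / Detection: Fluo-8 calcium-sensitive fluorescence / Read-out basis: % inhibition scaled between DMSO and EC80 PEA controls / Repeats: singlicate, one well per test compound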
# GPR7 antag – human neuropeptides B/W receptor 1 antagonism; P48145; GPR7-expressing cells, fluorescence antagonist assay; inhibition, % at 4.4 µM; 290,000 compounds, 1.1% hits; AID 1861; in the data active = inhibition above about 16%, passing the limit was not always enough;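 also: cells stimulated with the agonist NPW; 0% = agonist with vehicle and 100% = vehicle without agonist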
# Target sequence (P48145 whole entry, looked up): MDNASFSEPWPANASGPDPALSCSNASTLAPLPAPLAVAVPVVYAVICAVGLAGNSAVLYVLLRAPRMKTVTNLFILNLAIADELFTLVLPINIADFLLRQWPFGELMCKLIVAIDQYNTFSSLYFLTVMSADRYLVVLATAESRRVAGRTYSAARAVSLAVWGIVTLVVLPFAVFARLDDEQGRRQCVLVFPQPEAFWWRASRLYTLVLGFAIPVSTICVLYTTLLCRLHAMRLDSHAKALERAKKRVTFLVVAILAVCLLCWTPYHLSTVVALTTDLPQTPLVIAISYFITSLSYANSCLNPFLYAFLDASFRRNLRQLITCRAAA
# V1aR counter – activates human V1a receptor in oxytocin agonist counter-screen; AID 2797; activation, % at 3 µM; 320,000 compounds, 0.25% hits; CHO-V1R cells, Fluo-8 calcium fluorescence, agonist mode; 0% DMSO, 100% 3 nM vasopressin; P37288;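 active = activation above the mean activation of all tested compounds plus 3 SD, per screening run, cut at about 20% in these data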;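 also: signal is peak over basal fluorescence ratio across a 100 second FLIPR read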
# Target sequence (P37288 whole entry, looked up): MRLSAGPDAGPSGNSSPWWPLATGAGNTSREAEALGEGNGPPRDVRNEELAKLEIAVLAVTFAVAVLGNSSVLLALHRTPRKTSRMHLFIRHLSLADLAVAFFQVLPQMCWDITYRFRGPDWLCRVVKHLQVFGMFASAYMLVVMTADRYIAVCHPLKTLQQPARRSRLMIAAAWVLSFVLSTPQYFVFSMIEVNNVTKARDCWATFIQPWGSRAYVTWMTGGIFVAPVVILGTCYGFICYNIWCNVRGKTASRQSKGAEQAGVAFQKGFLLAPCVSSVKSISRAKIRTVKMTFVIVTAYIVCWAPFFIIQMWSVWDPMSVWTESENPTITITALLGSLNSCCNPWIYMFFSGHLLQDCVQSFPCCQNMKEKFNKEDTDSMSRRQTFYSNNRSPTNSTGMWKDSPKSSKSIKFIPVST
# OXTR ag – activates the human oxytocin receptor. P30559. CHO-OTR cells, Fluo-8 calcium fluorescence; normalized: DMSO 0%, oxytocin 100%. activation, % at 3 µM. 320,000 compounds, 0.32% hits. AID 2435;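 active = activation above the mean of all tested compounds plus 3 SD, cutoff set per screening run, cut at about 20% in these data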;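 also: peak over basal fluorescence ratio from a 100 s FLIPR kinetic read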
# CHO-K1 Ca PAM – M1 PAM counterscreen hit in parental CHO-K1 cells; 360,000 compounds, 0.02% hits; activation, % at 3 µM; ATP EC20, Fluo-8 calcium fluorescence; 0% at ATP EC20, 100% at ATP max;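 active = activation above the run cutoff, the mean activation of all test compounds plus 3 SD, cut at about 40% in these data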;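 also: peak over basal fluorescence ratio in a 140 s read after ATP addition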
# OXTR potentiator – human OXTR potentiation; 320,000 compounds, 0.061% hits; CHO-OTR cells, Fluo-8 calcium fluorescence, potentiator mode; 0% = oxytocin EC15, 100% = EC100; activation, % at 3 µM; P30559; AID 2445;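 active = activation above that plate's cutoff, the mean activation of tested compounds plus 3 SD, cut at about 6.6% in these data, passing the limit was not always enough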;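 also: 100% uses oxytocin at 75 nM as the full agonist control; some results filed as inactive read as strong as hits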
#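 test system = CHO-OTR cells, human receptor | compound = single-point 3.0 µM | schedule = 6 min compound pre-incubation at room temperature, 100 s kinetic read | signal = Fluo-8 no-wash calcium dye fluorescence, excitation 470-495 nm, emission 515-575 nm | repeats = single well per compound, singlicate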
# CHO parental Ca – counter-screen for OX1R antagonists: effect in parental CHO cells; parental CHO-K1, ATP-induced calcium, Fluo-8 fluorescence; inhibition, % at 5.6 µM; 330,000 compounds, 0.63% hits; AID 463079;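 active = inhibition above that plate's mean sample inhibition plus 3 SD, cut at about 26% in these data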;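 also: 0% = ATP-challenged DMSO wells and 100% = DMSO wells without ATP; some compounds past the cut are filed as inactive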
#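 Test system: untransfected parental CHO cell line; also added: ATP stimulus; dosing: 5.6 µM, single dose; signal: calcium-sensitive Fluo-8 fluorescence; measure: percent inhibition of ATP-evoked calcium rise, normalized to controls; benchmarks: low control ATP plus DMSO, high control DMSO only; replication: one well per compound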
# CHO-K1 Ca ag – nonselective activator or artifact in parental CHO-K1 cells | 360,000 compounds, 0.48% hits | activation, % at 3 µM | Fluo-8 calcium fluorescence; scaled to maximal ATP response, vehicle zero; in the data active = activation above about 15%;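 also: untransfected CHO-K1 host cells lacking M1 receptor as counterscreen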
# CHO-K1 Ca antag – counter-screen for M1 antagonists: effect in parental CHO-K1 cells. ATP-induced calcium, Fluo-8 fluorescence. inhibition, % at 3 µM. 360,000 compounds, 0.6% hits;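 active = inhibition above a per-plate cutoff, the plate's mean sample inhibition plus 3 SD, cut at about 24% in these data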;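 also: 0% = DMSO plus EC80 ATP and 100% = DMSO alone without ATP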
# Numbers without * were called inactive; . = no result given. Outcome played no part in choosing rows; about 3.5% have a hit in one of these screens.
item	compound	TAAR1 antag	GPR7 antag	V1aR counter	OXTR ag	CHO-K1 Ca PAM	OXTR potentiator	CHO parental Ca	CHO-K1 Ca ag	CHO-K1 Ca antag
1	Cc1c(C(=O)N2CCOCC2)sc2nc(-c3ccccc3)cn12	-3.0	-6.9	1.2	1.1	1.9	-9.6	-2.9	0.1	4.9
2	Cc1ccc2c(COC(=O)c3ccccc3Br)cc(=O)oc2c1	22.6	3.5	2.6	1.1	12.4	-5.7	-8.1	2.3	-13.5
3	CC(C)(C)CN1CCN(Cc2cc3ccccc3[nH]2)CC1CCO (stereo unspecified)	-19.4	-9.3	1.7	2.9	8.9	1.8	-16.9	0.4	-1.4
4	NNC(=O)CCn1c2ccccc2c2ccccc21	2.9	-2.6	-0.7	-0.3	13.3	-16.5	-19.3	0.5	-7.5
5	COc1ccccc1CNC(=O)c1ccc2nc(C)c(N(C)Cc3ccc(NC(C)=O)cc3)n2c1	4.0	.	.	.	-1.8	.	.	2.2	3.1
6	COc1ccc(S(=O)(=O)N2CCCCCC2)cc1NC(=O)Cc1ccc(OC)c(OC)c1	-2.8	.	1.3	0.9	5.7	-7.6	-22.1	0.2	-11.2
7	Cc1ccc(CCNC(=O)CN2CCN(Cc3ccccc3F)C2=O)cc1	11.7	0.8	0.9	-1.6	19.6	-19.6	2.6	0.7	-6.9
8	CC(=O)/C=C(\C)NCCNc1c(F)c(F)c(CO)c(F)c1F	-2.5	14.4	1.9	0.9	10.8	0.1	-7.4	0.8	-5.9
9	Cc1cc(OCC(=O)NCCCN2CCCC2=O)c2c(C)c(C)c(=O)oc2c1	-35.2	-4.1	-0.2	-1.3	17.1	-0.6	-11.4	-0.6	4.0
10	CN(C)Cc1c[nH]c2nccnc12	5.8	.	.	.	28.3	.	.	0.4	0.7
11	O=c1[nH]c(CN2CCN(S(=O)(=O)c3ccc4c(c3)OCCO4)CC2)nc2sc3c(c12)CCCC3	-8.9	3.1	-0.6	-0.6	19.2	1.8	-12.2	1.2	6.7
12	CCc1cc2c(SCC(=O)Nc3ccc(NC(C)=O)cc3)ncnc2s1	-13.7	.	1.9	2.9	-7.4	-0.7	-13.0	-0.1	1.6
13	NC(=O)CC(NC(=O)Cc1cccc2ccccc12)c1ccc(NCCOc2ccccc2)c([N+](=O)[O-])c1 (stereo unspecified)	5.1	.	0.5	-0.8	10.6	-6.7	6.2	-0.5	-9.1
14	CN(C)S(=O)(=O)N1CCN(C(=O)N2CCCCCC2)CC1	-14.4	2.0	0.6	1.1	5.4	-3.8	0.8	-0.2	0.1
15	CC1CN(Cc2ccccc2)c2nc3c(c(=O)n(CC(=O)O)c(=O)n3C)n2C1 (stereo unspecified)	-2.2	-20.6	-0.7	0.8	4.9	4.7	0.0	0.8	-13.8
16	O=C(O)c1ccc2c(=O)n3c(nc2c1)/C(=C/c1ccccc1Br)CC3	1.3	-9.3	0.2	0.9	6.4	-2.1	-1.6	0.7	-9.9
17	CC(C)(C)c1ccc(C(=O)NCCC(=O)NNC(=O)COc2ccc(F)cc2)cc1	-17.6	.	0.1	0.5	8.7	-4.0	1.5	0.7	-1.3
18	O=C(CNC(=S)N(Cc1ccc(F)cc1)C1CCCCC1)NC1CC1	7.6	-0.8	0.4	1.8	-7.7	-3.9	-7.4	0.1	10.6
19	CCSc1nc(-c2ccc(OC)cc2)cc(-c2ccccc2)c1C#N	-6.4	-11.6	1.1	0.5	13.4	-4.0	-32.9	0.9	-18.7
20	C=C1C(=O)CC2=C1[C@](Cc1ccc(F)cc1)(C(=O)OC)N(C(=O)c1ccccc1)C2	-2.2	.	.	.	20.1	.	.	0.7	-11.2
21	CC(=O)NC(CCS(C)(=O)=O)C(=O)N1CCc2ccccc21 (stereo unspecified)	13.9	1.1	0.6	-0.5	6.7	-8.3	-0.9	0.5	-30.1
22	Cc1ccc(S(=O)(=O)N(C)C)cc1NC(=O)COC(=O)/C=C/c1ccc2ccccc2n1	-26.4	.	-0.4	-0.7	-23.5	-16.8	-8.2	0.7	5.1
23	Cc1cc(N2CCN(C(=O)c3ccco3)CC2)nc(-c2ccccc2)n1	11.8	.	-0.2	0.7	4.6	-8.7	-9.2	1.1	-2.0
24	CCS(=O)(=O)N1CCC2(CC1)OCCN2S(=O)(=O)c1ccccc1	-9.8	.	.	.	3.9	.	.	1.2	-3.9
25	C=Cn1cc(CNC[C@H]2O[C@@H](n3cc(C)c(=O)[nH]c3=O)C[C@@H]2O)c(C)n1	18.2	.	.	.	-5.0	.	.	0.6	2.9

# Reprinted at random: two compounds from above.
item	compound	TAAR1 antag	GPR7 antag	V1aR counter	OXTR ag	CHO-K1 Ca PAM	OXTR potentiator	CHO parental Ca	CHO-K1 Ca ag	CHO-K1 Ca antag
6	COc1ccc(S(=O)(=O)N2CCCCCC2)cc1NC(=O)Cc1ccc(OC)c(OC)c1	-2.8	.	1.3	0.9	5.7	-7.6	-22.1	0.2	-11.2
17	CC(C)(C)c1ccc(C(=O)NCCC(=O)NNC(=O)COc2ccc(F)cc2)cc1	-17.6	.	0.1	0.5	8.7	-4.0	1.5	0.7	-1.3

# Next section.
item	compound	TAAR1 antag	GPR7 antag	V1aR counter	OXTR ag	CHO-K1 Ca PAM	OXTR potentiator	CHO parental Ca	CHO-K1 Ca ag	CHO-K1 Ca antag
26	NNC(=O)c1ccc(COCC(F)(F)C(F)F)cc1	-10.0	-4.3	0.5	0.0	2.3	-4.0	1.1	1.2	-3.3
27	O=C(CC12CC3CC(CC(C3)C1)C2)NCc1ccncc1	21.1	-2.9	0.3	-0.3	-11.2	4.4	-5.8	0.1	-9.9
28	COc1ccc(Cc2nc3c([nH]2)c(=O)n(C)c(=O)n3C)cc1OC	-14.3	.	.	.	14.2	.	.	0.7	-9.6
29	Cc1ccc(-c2nc3c4ccccc4ccn3c2CC2CCCCC2)cc1	-22.5	.	.	.	-2.9	.	.	-0.9	1.3
30	O=S(=O)(N/N=C\C=C\c1ccccc1)c1ccc(Br)cc1	-10.1	-6.9	0.0	-0.1	12.4	-9.1	-22.6	0.6	-13.8
31	Cc1cc(NC(=O)c2ccc(Cl)cc2Cl)n(-c2ccccc2)n1	6.4	.	-0.3	-1.1	-25.8	1.8	-8.4	-0.8	9.9
32	O=C(NCc1ccccn1)c1ccc(S(=O)(=O)Nc2ccccc2F)cc1	-12.4	-17.2	0.8	0.4	-12.1	-10.2	-4.6	1.2	-0.1
33	CC(=O)Nc1ccc(NC(=O)C2CCN(C(=O)c3cccs3)CC2)cc1	-2.9	-12.3	0.5	0.3	20.6	-9.7	-8.1	0.0	-6.2
34	CCCCN(C(=O)Cn1nnc2ccccc21)C(C(=O)NCCOC)c1cccs1 (stereo unspecified)	15.9	1.5	-0.1	-0.1	13.4	-13.4	0.0	0.8	-20.0
35	CC(=NO)c1ccc2c(c1)Cc1cc([N+](=O)[O-])ccc1-2	-11.0	.	.	.	-2.0	.	.	0.2	2.7
36	CC(C)(C)S(=O)N1Cc2cc(C(=O)NCc3ccc4c(c3)OCO4)nc(-c3cccc(-c4ccncc4)c3)c2[C@H]1CCO (stereo partly specified)	11.1	.	.	.	-2.2	.	.	1.2	6.1
37	CCOC(=O)N1CCN(C(=O)c2ccc(NS(=O)(=O)c3ccc(F)cc3)cc2)CC1	-19.0	-4.6	1.0	0.1	-8.1	-7.6	-19.2	0.1	-8.8
38	CCOc1ccc(CCNC(=O)CN2C(=O)NC3(CCCCCC3)C2=O)cc1OCC	3.6	.	0.4	0.3	-15.6	-7.1	-22.4	0.9	-3.0
39	O=C(Nc1ccc(C(F)(F)F)cc1)C1(c2ccccc2)CC1	28.5	-10.6	0.2	-1.0	17.0	-9.1	-10.0	1.6	-8.4
40	CCOc1ccc(CCNC(=O)CCC(=O)Nc2ccc3nc(N4CCN(C)CC4)cc(C)c3c2)cc1OCC	-4.1	-8.0	-1.3	0.8	14.1	-2.5	2.5	0.2	-10.7
41	O=C(O)/C=C/c1ccccc1Oc1ccc(Cl)cc1Cl	0.8	-11.1	2.2	0.5	4.7	-6.8	-10.7	-0.4	1.1
42	CCN(C(=O)CSc1nnnn1-c1ccccc1)C1CCS(=O)(=O)C1 (stereo unspecified)	-14.2	-6.3	0.3	1.0	14.3	0.2	-14.6	0.7	-12.4
43	COc1ccc(-c2nc(C#N)c(NC(C)c3ccccc3)o2)cc1OC (stereo unspecified)	-13.2	-3.1	-1.6	-2.4	25.0	-1.9	-20.0	1.0	-8.1
44	Cc1ccc(Nc2nc3ccc(Cl)cc3n3cnnc23)cc1F	-21.5	-11.3	0.3	4.9	10.1	-8.4	6.9	0.3	1.6
45	CCC(Sc1ncnc2c1c(-c1ccccc1)cn2-c1ccc(OC)cc1)C(=O)OC (stereo unspecified)	-11.7	-11.6	1.3	1.5	20.5	-5.6	-25.4	1.6	0.2
46	CC(OC(=O)c1ccco1)C(=O)NCc1ccc2c(c1)OCO2 (stereo unspecified)	-6.3	-6.7	0.5	-0.5	-1.2	-7.0	-3.7	0.3	0.7
47	O=C(N/N=C/c1ccc2c(c1)OCO2)c1cccs1	16.8	-6.8	-0.2	-0.7	20.7	2.1	-4.9	1.2	-1.2
48	CN(C(=O)c1cccc(Cl)c1)C1CCCN(Cc2ccccc2F)C1 (stereo unspecified)	-26.6	-7.6	0.4	-2.1	2.6	7.4	-11.4	1.0	-14.2
49	COc1ccc(-c2noc(CN(C)C(=O)c3ccoc3C)n2)cc1OC	-7.7	-2.8	0.7	1.9	3.2	4.8	-13.5	6.6	-14.3
50	CC(OC(=O)CCSc1ccccc1)C(=O)Nc1ccc(S(N)(=O)=O)cc1 (stereo unspecified)	0.8	.	0.1	2.3	-19.4	-9.5	9.6	1.7	-10.9
51	Cc1cccc2c1-c1sc(C(=O)Nc3ccccc3N3CCN(C)CC3)cc1CO2	15.2	12.6	1.8	5.1	12.9	-4.3	-5.6	2.6	-5.2
52	Cc1nnc(SCCn2c(N3CCC(Cc4ccccc4)CC3)nc3c2c(=O)[nH]c(=O)n3C)s1	.	5.1	1.5	0.9	.	-4.5	-12.7	.	.
53	CCOC(=O)C1CCCN(C(=O)c2ccc(C(F)(F)F)nc2C)CC1 (stereo unspecified)	-11.3	.	.	.	-16.2	.	.	0.1	4.7
54	CCN(CC)CCNC(=O)c1ccc(NC(=O)c2ccc3c(c2)CCC3)cc1	-11.6	6.9	0.5	0.0	15.6	-13.8	-10.1	2.4	-15.6
55	Cc1cccc(-n2c(-c3ccc(Br)o3)n[nH]c2=S)c1	-3.7	.	-1.4	-0.1	15.0	1.6	-10.4	0.2	-9.1
56	CCN(CC)Cc1c(O)ccc2occ(C(=O)c3ccccc3)c12	-18.5	-9.5	1.6	-0.3	13.8	1.5	-10.1	10.0	-3.8
